Autophagy mod: autophagy modulators in MEF cells, primary screen, imaging, high-content, MEF GFP-LC3 | AID 463193, 2010 | calls only at 10 µM (by protocol) | MEF GFP-LC3 puncta imaging; test concentration mostly 10 µM | 190,000 tested, 0.98% active;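 active = percentage of spot-positive cells more than 3 SD above its plate mean, without a fluorescence outlier flag or 80% toxicity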;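 also: spot-positive cell cutoff set from DMSO-treated cells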
WT yeast gro inh: growth inhibition of WT strain, primary screen, mitochondrial fusion inhibitor project, WT and mutant strains, chemical genetic | mitochondrial fusion phenotypic screen | 190,000 tested, 2.1% active | AID 1362, 2008 | inhibition, % at 10 µM; in the data active = inhibition above about 58%; tested in S. cerevisiae
P. falciparum M17LAP: P. falciparum M17LAP inhibitors, primary screen, biochemical, fluorogenic H-Leu-NHMec substrate, 1536-well (AID 1619) | Leucine aminopeptidase (Plasmodium falciparum (isolate 3D7)) | recombinant M17LAP, H-Leu-NHMec fluorogenic kinetic assay; higher % means a stronger effect | one-dose inhibition, % at 30 µM; IC50 in µM for titrated hits | 220,000 tested, 0.38% active;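 active = compound inhibiting the enzyme by more than half at any dose during confirmatory dose-response retesting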;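 also: plate controls were full reaction with DMSO carrier for no effect and no enzyme background for full effect; strong numbers were not always called active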
P. falciparum M1AAP: P. falciparum M1AAP inhibitors, biochemical, fluorogenic H-Leu-NHMec substrate, 1536-well (AID 1445). recombinant M1AAP, H-Leu-NHMec fluorogenic kinetic assay; higher % means a stronger effect. inhibition, % at 30 µM, or IC50 in µM where a hit was titrated. 220,000 tested, 0.42% active;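 active = primary inhibition above the hit cutoff, then over 50% inhibition at one or more dose response concentrations, cut at about 23% in these data, passing the limit was not always enough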;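 also: plate controls were DMSO full reaction for no effect and no enzyme background for full effect; strong numbers were not always called active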
b-catenin transl: modulators of beta-catenin nuclear translocation, primary screen, imaging, HeLa cells, immunofluorescence, high-content; nuclear translocation activity, % at 5 µM; 190,000 tested, 0.3% active;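 active = nuclear translocation activity above 50% at 5 µM, with a well cell count of 50 or more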;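 also: per-cell ratio of nuclear to cytoplasmic median beta-catenin stain intensity; plate controls were DMSO negative control for no effect and GSK-3 inhibitor IX positive control for full effect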
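Test system: HeLa cells, endogenous beta-catenin; Compound: single 5 µM dose plus 0.02–20 µM confirmation series; Times: compound exposure 24 h at 37°C; Signal: fluorescence imaging of beta-catenin antibody stain plus DAPI; Read-out: % activation, nuclear-to-cytoplasmic median beta-catenin signal ratio per cell.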
MT stabilize HCS: microtubule stabilizers in HeLa cells, primary screen, imaging, high-content imaging; HeLa tubulin immunostaining HCS, 24 h; share of cells brighter than vehicle mean+2SD; % tubulin-high responders, % at 10 µM; 200,000 tested, 0.83% active;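 active = plate Z-score above 3 for both tubulin-high and condensed-nucleus cell shares, with cell loss under 80%, at 10 µM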;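 also: anti alpha tubulin signal scored within the nucleus-defined area of each cell; some results filed as inactive read as strong as hits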
T cell modulator: modulators of CD8 T cell-vesicle binding, primary screen, mouse 2C CD8+ T cells, flow cytometry; 2C CD8+ T cell-vesicle binding; stronger effect = lower value; calls only at 7 µM; 330,000 tested, 0.068% active; AID 2052, 2009;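 active = response, share of CD8 T cells binding vesicles, and their 90th percentile fluorescence all below set limits, cut at about 80% in these data, passing the limit was not always enough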
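material = purified 2C TCR transgenic mouse naive CD8+ T cells | controls = Unloaded micro-vesicles (low), QL9 vesicles with 0.7% DMSO (high) | detection = cytometric PE anti-B7-1 and Alexa647 anti-CD8 signals after 1% paraformaldehyde fixation | incubation = binding step 1.5 h, 37 °C, antibody labelling 20 min, ice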
Yfh1-depleted yeast: enhancers of respiration in Yfh1-depleted yeast, dose response, Friedreich's ataxia, plus single-dose screen (AID 1465). S. cerevisiae Yfh1-off respiration, WST-1 reduction, 72 h; higher fold induction means a stronger effect. fold induction at 50 µM, or EC50 in µM where a hit was titrated. 220,000 tested, 0.074% active;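 active = fold induction of absorbance versus untreated yeast above a set limit, then at least 30% activation at any dose in follow-up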;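 also: activators that raise dye reduction in frataxin-depleted yeast; strong numbers were not always called active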
Dynein transport: inhibitors of GR-EGFP nuclear translocation, primary screen, dynein cargo transport inhibitor project, imaging, high-content, 3617.4 mouse cells | test concentration mostly 20 µM; stimulated with dexamethasone, 1 µM; stronger effect = lower value | 220,000 tested, 0.47% active | z-score, hits read low | AID 1381, 2008;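 active = plate z-score of nuclear minus cytoplasmic receptor signal below a set negative limit, without overly bright fluorescence or cell loss, cut at about -3.5 in these data, passing the limit was not always enough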;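 also: z-score of nuclear minus cytoplasmic ring GR-EGFP intensity difference per well; some compounds called inactive have numbers as strong as hits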
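Buffer or medium: tet-free medium with charcoal-stripped serum / Also added: dexamethasone agonist, 1.0 µM final, for 30 min / Timing: induction 48 h, compound 1 h, agonist 30 min / Measured by: high-content fluorescence imaging after fixation / Read-out: nuclear-to-cytoplasmic GR-EGFP distribution per well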
WT yeast gro inh mutant strain: recorded beside WT yeast gro inh, whose call it bears; inhibition, %; mitochondrial fusion phenotypic screen, mutant strain inhibition
Dynein transport cytoplasmic EGFP: further read-out of Dynein transport, marked with its call; z-score; measured here: cytoplasmic GR-EGFP intensity; stronger effect = higher value
Dynein transport nuclear GR-EGFP: further read-out of Dynein transport, marked with its call; z-score; measured here: nuclear GR-EGFP intensity;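 lower value marks the stronger effect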
Dynein transport cell count: second read-out of Dynein transport, no call of its own (marks repeat the call); z-score; measured here: cell count per field
b-catenin transl cell count 5 µM: second read-out of b-catenin transl, no call of its own (marks repeat the call); cell count; measured here: cell count, cytotoxicity flag
T cell modulator vesicle-bound %: recorded beside T cell modulator, whose call it bears; double positive events, %; measured here: CD8+ vesicle-bound cell fraction;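 binding gate set so that unloaded-vesicle control wells show 10% double positive cells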
MT stabilize HCS Hoechst-high %: second read-out of MT stabilize HCS, no call of its own (marks repeat the call); % Hoechst-high responders; measured here: nuclear condensation Hoechst responders;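 share of cells brighter than vehicle mean plus two SD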
MT stabilize HCS cytotoxicity %: recorded beside MT stabilize HCS, whose call it bears; toxicity, %; measured here: cytotoxicity by cell density;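 0% = mean cell density of plate MIN control wells and 100% = no cells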
Autophagy mod cell loss 18 h: further read-out of Autophagy mod, marked with its call; toxicity, %; measured here: cell loss, nuclei count;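 cell loss after 18 h compound exposure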
* hit, by the source's call; i = inactive; . = no result given. Rows were taken by chance; any-hit rate near 4.4%.

SMILES | Autophagy mod | Autophagy mod cell loss 18 h | WT yeast gro inh | WT yeast gro inh mutant strain | P. falciparum M17LAP | P. falciparum M1AAP | b-catenin transl | b-catenin transl cell count 5 µM | MT stabilize HCS | MT stabilize HCS Hoechst-high % | MT stabilize HCS cytotoxicity % | T cell modulator | T cell modulator vesicle-bound % | Yfh1-depleted yeast | Dynein transport | Dynein transport cytoplasmic EGFP | Dynein transport nuclear GR-EGFP | Dynein transport cell count
CCc1nn2cc(-c3ccccc3)nc2s1 | i | -1 | 19 | 15 | 4% | -5% | 0.5 | 1066 | 5.2 | 2.5 | 12 | i | 18 | i | 0.021 | -0.19 | 0.4 | 0.65
CCOC(=O)Cn1nc2sc3ccccc3n2c(=O)c1=O | . | . | . | . | -3% | -3% | 1.6 | 1248 | . | . | . | i | 16 | i | 0.54 | -0.26 | 0.035 | 0.56
CCN1CCN(c2nc(Nc3ccccc3)nc(N)c2[N+](=O)[O-])CC1 | i | 1 | -5 | -1 | 27% | 18% | -0.2 | 971 | 3.4 | 2.7 | 9.4 | i | 41 | i | 1.7 | 0.11 | 1.1 | -1.6
Cn1c(=O)n(C)c2cc(S(=O)(=O)N3CCCc4ccccc43)ccc21 | i | 6 | -4 | -6 | 1% | 12% | 1.0 | 1058 | 25 | 12 | 19 | . | . | i | -0.5 | -0.23 | 0.076 | 0.0061
Cc1cc(C)c(N(C(=O)Cn2nnc3ccccc32)C(C(=O)NC(C)(C)C)c2ccsc2)c(C)c1 (stereo unspecified) | i | 0 | 14 | 8 | -9% | 3% | 0.0 | 1043 | 0.9 | 2.4 | 11 | i | 12 | i | -0.33 | -0.05 | -0.66 | 0.69
CCc1cccc2c(C=C(C#N)C#N)cn(CC(=O)N3CCCCC3)c12 | i | 2 | 3 | 27 | 2% | -2% | . | . | 0.5 | 1.3 | 8.2 | i | 38 | i | -0.63 | -0.18 | -0.58 | 0.44
CCCCC(=O)Nc1ccc(NC(=O)c2ccc(C)c([N+](=O)[O-])c2)cc1OC | i | -8 | 6 | -21 | 14% | 0% | -2.0 | 1001 | 4.6 | 4.4 | 4.3 | i | 28 | i | 1.1 | 0.13 | 0.26 | -0.35
CCOC(=O)c1oc2c(c1C)C(=O)CCC2 | i | -2 | -8 | 6 | -2% | 9% | -4.6 | 523 | 2.9 | 3.0 | 8.9 | i | 6 | i | -0.056 | -0.21 | 0.11 | 0.44
Cc1ccc(CCN2CC(C(=O)NCCCN(C)Cc3ccccc3)CC2=O)cc1 (stereo unspecified) | i | 0 | 18 | 15 | 4% | 0% | -1.2 | 1365 | 2.1 | 1.0 | 6.9 | i | 28 | i | -0.46 | -0.095 | -0.35 | 0.82
COC(=O)c1ccc(/C=C/C(=O)c2ccc(OC)cc2)cc1 | i | 16 | -11 | -6 | -13% | 3% | 0.9 | 1365 | 1.5 | 1.3 | 4.8 | i | 27 | i | -0.98 | -0.13 | -0.26 | 0.89
Clc1ccc(-c2csc(N3CCSCC3)n2)cc1 | i | -13 | -10 | 4 | 3% | 1% | . | . | 3.4 | 1.9 | 3.4 | i | 53 | i | -0.51 | -0.28 | -0.59 | 0.35
O=C(Nc1ccc2ccccc2c1)N1CCCN(CCOc2ccccc2)CC1 | . | . | . | . | -2% | 1% | -2.0 | 1115 | . | . | . | i | 14 | i | -0.67 | -0.25 | -0.57 | 1.5
N#Cc1c(-c2ccc(Cl)cc2)ccn2nc(CCC(=O)O)nc12 | i | -2 | -9 | 10 | 3% | 9% | -1.8 | 966 | 1.0 | 1.4 | 9.4 | i | 28 | . | -0.93 | -0.057 | -0.55 | 0.38
O=C(c1cccs1)N1CCN(C(=O)C2CCCO2)CC1 (stereo unspecified) | i | -6 | -16 | -6 | 13% | 13% | 1.0 | 407 | 4.1 | 4.1 | 11 | i | 17 | i | 1.8 | -0.2 | 0.77 | -0.2
CC(NC(=O)Nc1ccccc1)c1ccccc1 (stereo unspecified) | i | 0 | . | . | 3% | -9% | -7.7 | 1109 | 1.7 | 0.7 | 7.5 | i | 32 | i | -0.42 | -0.11 | 0.15 | -0.16
Cc1cc(-c2ccccc2)n2ncc(-c3ccccc3)c2n1 | i | -9 | 42 | 3 | 13% | 3% | 1.9 | 535 | 0.9 | 1.8 | 16 | i | 34 | i | 2.7 | -0.17 | 1.4 | -1.7
CC(C)(C)c1ccc(OCC(=O)OCCNC(=O)c2cccnc2)cc1 | i | 7 | 3 | 19 | -5% | 3% | -0.1 | 1091 | 3.0 | 1.1 | 7.0 | i | 38 | i | -0.4 | -0.18 | -0.31 | 0.35
CC(=O)OCc1c(C(F)(F)F)nn(C)c1SCc1ccc(Cl)cc1 | i | -9 | 26 | 29 | 8% | 0% | -2.4 | 1015 | 2.3 | 1.7 | 3.6 | i | 57 | i | 0.44 | -0.25 | 0.47 | 0.58
O=C(NNc1ccccc1)C(=O)NNS(=O)(=O)c1ccc(CCCl)cc1 | . | . | . | . | -2% | 4% | 3.3 | 1195 | . | . | . | i | 54 | i | 0.78 | -0.17 | 0.37 | -0.051
COC(=O)[C@H](C)NC(=O)COc1ccccc1 | i | 22 | -17 | -16 | 3% | 6% | . | . | 1.9 | 1.8 | 4.8 | i | 32 | i | -0.35 | -0.18 | 0.49 | 0.86
COc1ccc(CC(=O)NNC(=O)CCC(=O)Nc2cc(C)ccc2C)cc1 | i | 14 | -5 | 0 | 1% | 3% | -0.1 | 1543 | 4.2 | 1.7 | 23 | i | 52 | i | 1.2 | -0.33 | 1 | -0.18
COc1cc([N+](=O)[O-])cc(/C=N/NC(=O)Cn2nccc2C)c1O | . | . | . | . | 42% | 16% | 1.3 | 1313 | . | . | . | i | 24 | i | -0.6 | -0.19 | 0.29 | -0.37
O=C(CC(NC(=O)c1ccccc1Cl)c1ccccc1)NC1=NCCS1 (stereo unspecified) | i | 5 | 2 | 4 | 2% | 6% | -0.2 | 1116 | 5.4 | 2.1 | 4.6 | i | 53 | i | 0.39 | -0.32 | 0.7 | -0.33
CCN1CCN(c2cc(C)c3cc(NC(=S)N4CC(C)CC(C)C4)ccc3n2)CC1 (stereo unspecified) | i | -5 | 24 | 16 | 3% | 8% | -1.3 | 1046 | 0.2 | 4.1 | 5.6 | . | . | i | -0.63 | -0.33 | 0.0085 | 0.38
Cn1c(=O)oc2cc(C(=O)c3ccccc3)ccc21 | i | -4 | -4 | -5 | 16% | 20% | -1.3 | 1097 | 2.8 | 1.5 | 5.0 | i | 46 | i | 0.085 | -0.21 | -0.023 | 0.8
O=C(Nc1cc(S(=O)(=O)N2CCOCC2)ccc1N1CCOCC1)c1cnccn1 | i | 7 | -3 | -15 | -11% | -1% | -1.7 | 1011 | 3.1 | 3.4 | 6.9 | i | 10 | i | 1.3 | -0.29 | 0.28 | -0.45
CC(C)CCc1noc(CN(CC2CCC2)CC2CCCO2)n1 (stereo unspecified) | . | . | . | . | 3% | 2% | 1.2 | 1343 | . | . | . | i | 51 | i | 1.4 | -0.14 | 1.2 | -1.3
CCOc1ccc2c(c1)N(C(=O)CN1C(=O)CCC1=O)C(C)(C)C=C2C | i | 2 | -6 | 12 | 8% | 0% | -4.5 | 978 | 4.7 | 1.8 | 8.1 | i | 32 | i | -0.76 | -0.15 | 0.03 | 1.1
O=S(=O)(NCCSCc1ccc(Cl)c(Cl)c1)c1ccc2c(c1)OCCO2 | i | -17 | . | . | . | . | . | . | 3.3 | 2.1 | 6.3 | i | 50 | i | -0.54 | -0.16 | -0.56 | 0.74
COc1cc(C(=O)Nc2ccccc2N2CCOCC2)ccc1OCc1c(C)noc1C | i | -18 | -7 | -16 | 6% | 5% | . | . | 2.6 | 2.6 | 4.7 | i | 42 | i | 0.33 | -0.18 | -0.091 | -0.29
CCOC(=O)c1nc(N)c(=O)n(-c2ccccc2)n1 | i | -6 | 3 | -20 | -6% | 8% | -2.2 | 710 | 5.5 | 2.7 | 6.9 | i | 7 | i | 1.1 | -0.18 | 0.77 | -1.1

From PubChem
